DNMT1 block: human DNMT1 methyltransferase inhibitors, primary screen, biochemical, molecular beacon, fluorescence, HinP1I cleavage, uHTS | DNA (cytosine-5)-methyltransferase 1 (Homo sapiens), P26358 | inhibition (reported as % activation of signal), % at 10 µM | actives 0.83% (n = 360,000) | AID 588458, 2011; in the data active = inhibition above about 50%
CSN inh: inhibitors of CSN-mediated cullin deneddylation, primary screen, biochemical, fluorescence polarization, uHTS; inhibition, % at 12.5 µM; actives 0.38% (n = 360,000); COP9 signalosome complex subunit 5 (Homo sapiens), Q92905; Purified CSN, SCF-Nedd8-OG deneddylation; AID 651999, 2013;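 active = pattern-corrected inhibition above about 35%, with an unprinted fluorescence ratio check between 0.5 and 1.5, limit read from the data, passing the limit was not always enough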;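 also: 0% = enzyme with substrate and 100% = substrate without enzyme; some results filed as inactive read as strong as hits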
Target sequence (Q92905 whole entry, looked up, one chain of several): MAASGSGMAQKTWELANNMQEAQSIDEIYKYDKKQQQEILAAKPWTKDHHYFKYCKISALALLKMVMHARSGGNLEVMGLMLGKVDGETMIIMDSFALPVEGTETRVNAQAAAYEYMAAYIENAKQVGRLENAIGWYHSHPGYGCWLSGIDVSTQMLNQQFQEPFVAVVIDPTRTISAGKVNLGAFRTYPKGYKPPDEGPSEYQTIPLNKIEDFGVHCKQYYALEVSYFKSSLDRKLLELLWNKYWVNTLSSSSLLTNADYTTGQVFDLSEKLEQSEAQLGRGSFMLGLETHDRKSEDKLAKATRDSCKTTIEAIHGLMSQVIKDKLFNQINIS
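Detection – fluorescence polarization · System – HEK293T-derived human Csn5 enzyme · Controls – substrate-only high control, full reaction low control · Timing – 90 min, room temperature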
Scp1 inh: Scp-1 phosphatase inhibitors, primary screen, biochemical, colorimetric, uHTS; Recombinant Scp1, phosphopeptide, malachite green phosphate absorbance; actives 0.88% (n = 340,000); inhibition, % at 20 µM; AID 493091, 2011; Carboxy-terminal domain RNA polymerase II polypeptide A small phosphatase 1 (Homo …;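 active = inhibition above about 50% at 20 µM, limit read from the data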;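 also: plate controls were DMSO wells with enzyme for no effect and wells lacking enzyme for full effect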
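System: SCP-1 catalytic domain; Reagent: Phospho 17-mer peptide substrate; Doses: one concentration, 20 µM, with 1.0% DMSO; Incubation: 45 min room-temperature reaction, 5 min colour, 30 min stabiliser; Signal: Phosphate-binding colour reagent, absorbance read at 630 nm.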
Rpn11 inh: Rpn11 (PSMD14) deubiquitinase inhibitors, primary screen, biochemical, fluorescence polarization, uHTS; 26S proteasome non-ATPase regulatory subunit 14 (Homo sapiens), O00487; human 26S proteasome, Ub4-pepOG fluorescence polarization; 20S core pre-blocked with epoxomicin; calls only at 20 µM; actives 0.59% (n = 360,000); AID 588493, 2011;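 active = inhibition at 20 µM, scaled to each plate's controls, above about 33%, limit read from the data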
Target sequence (O00487 whole entry, looked up): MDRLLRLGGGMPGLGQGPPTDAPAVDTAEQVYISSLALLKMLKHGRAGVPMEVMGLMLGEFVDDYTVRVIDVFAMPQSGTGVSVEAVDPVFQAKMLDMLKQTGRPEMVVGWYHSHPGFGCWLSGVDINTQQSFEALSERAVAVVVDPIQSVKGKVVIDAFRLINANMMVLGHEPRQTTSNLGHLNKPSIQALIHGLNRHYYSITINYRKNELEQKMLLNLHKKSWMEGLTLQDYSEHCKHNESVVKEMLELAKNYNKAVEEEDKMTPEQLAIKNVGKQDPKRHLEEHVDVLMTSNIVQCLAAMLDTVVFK
LMPTP inh: LMPTP phosphatase inhibitors, primary screen, biochemical, fluorescence intensity, uHTS; Low molecular weight phosphotyrosine protein phosphatase (Homo sapiens), P24666; actives 0.22% (n = 360,000); AID 651560, 2012; inhibition, % at 20 µM; recombinant LMPTP-A, OMFP fluorogenic substrate;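 active = compounds that cut the enzyme signal by at least half of the control window in the single-dose screen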;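 also: plate controls were DMSO wells with enzyme plus substrate for no effect and substrate without enzyme for full effect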
Target sequence (P24666 whole entry, looked up): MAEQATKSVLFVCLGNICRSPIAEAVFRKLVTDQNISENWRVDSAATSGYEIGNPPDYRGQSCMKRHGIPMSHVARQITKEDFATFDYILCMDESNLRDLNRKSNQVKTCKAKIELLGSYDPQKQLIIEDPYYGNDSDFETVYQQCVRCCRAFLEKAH
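Test system: LMPTP-A phosphatase enzyme; input: 0.625 nM LMPTP-A final; reagent: OMFP substrate, 400 µM final; compound dosing: 20 µM single dose, 3% DMSO; incubation: 50 min dark incubation at room temperature; measured by: endpoint fluorescence intensity from OMFP dephosphorylation; measure: % inhibition relative to no-enzyme and uninhibited control wells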
SUMO1-SIM PPI: modulators of SUMO1 protein-protein interactions, primary screen, biochemical, uHTS. SUMO1 binding to a labelled peptide, TR-FRET, 1 h. inhibition, % at 20 µM. actives 0.33% (n = 360,000). AID 602429, 2012; in the data active = inhibition above about 37%
Target sequence (P63165 whole entry, looked up): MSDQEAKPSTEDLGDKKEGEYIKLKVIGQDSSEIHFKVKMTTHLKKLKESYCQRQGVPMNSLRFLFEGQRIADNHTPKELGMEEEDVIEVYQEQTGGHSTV
MsrA inh: bovine MsrA enzyme inhibitors, primary screen, biochemical, absorbance, HTS. Methionine sulfoxide reductase A (Bos taurus). purified bovine MsrA, absorbance read-out. inhibition, % at 15.5 µM. actives 0.75% (n = 360,000); in the data active = inhibition above about 4.5%;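 also: 0% = vehicle wells with enzyme and 100% = reference inhibitor wells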
NadD block: inhibitors of S. aureus NadD, primary screen, biochemical, colorimetric, uHTS. inhibition, % at 20 µM. actives 0.78% (n = 360,000). AID 602399, 2012. purified NadD enzyme, colorimetric absorbance read-out. Nicotinate-nucleotide adenylyltransferase NadD (Staphylococcus aureus N315); in the data active = inhibition above about 26%; also: some compounds past the cut are filed as inactive
Tb MetRS inh: T. brucei MetRS inhibitors, primary screen, biochemical, luminescence. purified T. brucei MetRS, ATP depletion, Kinase-Glo luminescence. AID 624268, 2012. actives 0.4% (n = 360,000). methionyl-tRNA synthetase (Trypanosoma brucei brucei). inhibition, % at 11.9 µM;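 active = inhibition above a per-plate cutoff of the control wells' mean inhibition plus 3 SD, cut at about 5.5% in these data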;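 also: 0% = DMSO wells median and 100% = median of wells with control inhibitor compound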
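Material – parasite MetRS enzyme · Medium – HEPES-MgCl2-KCl buffer plus DTT, spermine, BSA, pyrophosphatase · Reagent – ATP, methionine and E. coli bulk tRNA substrates · Times – 15 min enzyme-compound preincubation, 2 h reaction, 10 min detection, 25 °C · Measured by – luminescence of leftover ATP · Evaluation – percent inhibition relative to median high and low control wells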
STEP block: STEP phosphatase inhibitors, primary screen, biochemical, fluorescence intensity, uHTS; recombinant STEP, OMFP fluorogenic substrate; inhibition, % at 20 µM; actives 0.25% (n = 360,000);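 active = inhibition at 20 µM, scaled per plate between control wells, above about 37%, limit read from the data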;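 also: 0% = DMSO with enzyme and substrate and 100% = substrate only without enzyme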
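Also added – OMFP at 25 µM · Test system – STEP tyrosine phosphatase · Technique – FITC-channel fluorescence of OMFP product · Schedule – 20 min at room temperature, dark · Evaluation – control-normalized % inhibition with plate pattern correction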
An asterisk follows results filed as active; i = inactive; / = not tested or not shown.

Results follow in this order: DNMT1 block	CSN inh	Scp1 inh	Rpn11 inh	LMPTP inh	SUMO1-SIM PPI	MsrA inh	NadD block	Tb MetRS inh	STEP block
1: COc1ccc(C2=NOC3(CC(=O)N(c4ccc(F)cc4)C3=O)C2)cc1 (stereo not drawn)
 : -8	1	-11	i	-0.9	4	-0.3	2	0.3	0
2: CCOc1ccccc1C(=O)N[C@H](C(=O)OCc1cc(=O)oc2cc(C)ccc12)C(C)C
 : -4	0	-2	i	4.2	-2	0.4	2	-1.6	2
3: CC(=O)N1CCc2cc(S(=O)(=O)N3CC(C)CC(C)C3)ccc21 (stereo not drawn)
 : 0	3	1	i	-0.6	5	-0.6	-1	0.1	2
4: Cc1ccc(CNC(=O)c2nn(C)c3c2CS(=O)(=O)c2ccccc2-3)cc1
 : -1	2	-6	i	-0.2	-2	-0.3	-4	0.3	-1
5: O=C(CCn1c(=S)[nH]c2ccccc2c1=O)Nc1cccc(Cl)c1
 : 4	0	-5	i	0.0	-7	0.8	-8	-0.5	-2
6: COc1ccc(-c2coc3c(C(=O)NCCN(C)C)cccc23)c(C)c1
 : -3	-1	/	i	-0.1	-1	-0.8	-6	-0.2	2
7: Cc1nc(N2CCC(C)CC2)c2nnn(Cc3ccccc3)c2n1
 : -2	-3	6	i	2.1	2	0.7	3	-0.7	4
8: COc1cc(C2Oc3ccccc3C=C2[N+](=O)[O-])cc(OC)c1OC (stereo not drawn)
 : -3	5	-11	i	0.5	4	0.2	9	-0.2	-2
9: COCC1CCN(C(=O)c2cc(COc3ccc(OC)c4ccccc34)on2)C1 (stereo not drawn)
 : -11	-3	-5	i	0.6	-5	-0.3	-11	-0.7	2
10: N#Cc1nc(Cc2cccc3ccccc23)oc1NCc1ccco1
 : -18	6	-16	i	3.4	-1	-0.5	-8	0.6	1
11: CCN1CCN(C(=O)C2CCC(CNS(=O)(=O)c3ccc(NC(C)=O)cc3)CC2)CC1 (stereo not drawn)
 : -1	4	0	i	0.3	-2	0.9	3	-0.3	-1
12: O=c1oc2ccccc2c(NC(c2ccccc2)c2ccccc2)c1[N+](=O)[O-]
 : -2	-2	-13	i	0.5	-13	62*	6	-1.1	1
13: CC(C)(C)[C@H]1C=C(C(N)=O)O[C@@H](OCc2ccc(CO)cc2)C1
 : 5	-3	-8	i	-0.8	-3	0.5	4	-0.1	-1
14: Cc1cc2cc(CNC(=O)CCC(=O)O)ccc2[nH]1
 : 0	-2	-4	i	1.1	-4	2.6	-2	-0.2	0
15: Cc1ccccc1NC(=O)c1nn(C)c2c1CS(=O)(=O)c1ccccc1-2
 : 2	-2	-5	i	0.0	0	-1.0	2	-0.5	-2
16: CN(C)CC(=O)Nc1cc(C(F)(F)F)ccc1Cl
 : 0	2	-3	i	0.7	-1	0.9	2	-0.3	-2
17: CCOc1ccccc1/C=N/NC(=O)CNC(=O)COc1ccccc1
 : 0	7	0	i	0.5	-6	0.9	-7	-0.2	-1
18: Cc1ccc(/C=C/C(=O)NC(=S)N2CCN(C)CC2)cc1
 : -2	2	-5	i	-6.0	-3	1.0	0	0.2	1
19: CCOC(=O)/C(=C/c1ccc(Cl)cc1)NC(=O)c1ccco1
 : -4	-5	-2	i	-0.8	-8	0.6	5	-0.5	-2
20: CSC[C@H](NC(=O)COc1cc2c(c3oc(=O)c(C)c(C)c13)CCC(C)(C)O2)C(=O)O
 : -14	-5	4	i	-2.2	-6	3.3	0	-1.5	0
21: CCC(c1nnnn1-c1ccc2c(c1)OCCO2)N1CCN(C/C=C/c2ccccc2)CC1 (stereo not drawn)
 : 2	-4	/	i	0.6	3	-0.4	-11	-0.6	-2
22: COc1ccc(CCNC(=O)CCNC(=O)N2CC(=O)Nc3ccccc32)cc1
 : -1	2	-9	i	-0.9	-1	0.4	-8	1.1	-4
23: Cc1ccc(S(=O)(=O)N2CCC(C(=O)N3CCC[C@H]3C(=O)NC3CCS(=O)(=O)C3)CC2)cc1 (stereo partly drawn)
 : 6	3	-2	i	-1.3	1	0.2	8	0.1	-2
24: COc1ccc(C(CNC(=O)c2cccc(S(=O)(=O)Nc3ccc(Br)cc3)c2)N(C)C)cc1 (stereo not drawn)
 : -1	2	-8	i	-1.0	-11	-0.8	0	0.0	1
25: CCOC(=O)c1cnc2cc3c(cn2c1=O)CCCC3
 : 0	-1	6	i	1.0	-9	3.7	0	-0.2	-3
26: COCCCN(Cc1cc(OC)c(OC)c(OC)c1)C(=S)Nc1cccc(SC)c1
 : -3	0	/	i	2.5	3	0.6	-3	0.2	2
27: CN(C)c1c([N+](=O)[O-])cc2[nH]c(=O)[nH]c2c1[N+](=O)[O-]
 : -2	-4	-7	i	0.0	-29	1.9	-6	-0.8	4
28: Cc1cc(Br)c(OCc2ccc(C(=O)N/N=C3\CC(=O)CC(C)(C)C3)cc2)c(Br)c1
 : -4	1	3	i	0.9	-4	3.1	25	-0.1	2
29: CCc1cccc(CC)c1NC(=S)NCc1nc2ccccc2[nH]1
 : -1	0	-6	i	0.8	-1	-0.1	-2	0.3	0
30: Cn1c(N)c(C(=O)COC(=O)c2cc3ccccc3cc2O)c(=O)n(C)c1=O
 : -19	3	-19	i	2.3	51*	-1.2	-7	-0.2	4

Filtered by structure: the entries above with two or more sulfur atoms (two)
Results follow in this order: DNMT1 block	CSN inh	Scp1 inh	Rpn11 inh	LMPTP inh	SUMO1-SIM PPI	MsrA inh	NadD block	Tb MetRS inh	STEP block
23: Cc1ccc(S(=O)(=O)N2CCC(C(=O)N3CCC[C@H]3C(=O)NC3CCS(=O)(=O)C3)CC2)cc1 (stereo partly drawn)
 : 6	3	-2	i	-1.3	1	0.2	8	0.1	-2
26: COCCCN(Cc1cc(OC)c(OC)c(OC)c1)C(=S)Nc1cccc(SC)c1
 : -3	0	/	i	2.5	3	0.6	-3	0.2	2

Full records, looked up by structure.
Profile of Cc1ccc(/C=C/C(=O)NC(=S)N2CCN(C)CC2)cc1 → DNMT1 block = -2; CSN inh = 2; Scp1 inh = -5; Rpn11 inh = i; LMPTP inh = -6.0; SUMO1-SIM PPI = -3; MsrA inh = 1.0; NadD block = 0; Tb MetRS inh = 0.2; STEP block = 1
Profile of N#Cc1nc(Cc2cccc3ccccc23)oc1NCc1ccco1 → DNMT1 block = -18; CSN inh = 6; Scp1 inh = -16; Rpn11 inh = i; LMPTP inh = 3.4; SUMO1-SIM PPI = -1; MsrA inh = -0.5; NadD block = -8; Tb MetRS inh = 0.6; STEP block = 1

The results go on:
Results follow in this order: DNMT1 block	CSN inh	Scp1 inh	Rpn11 inh	LMPTP inh	SUMO1-SIM PPI	MsrA inh	NadD block	Tb MetRS inh	STEP block
31: CCn1c(C)[n+](Cc2ccccc2)c2ccc(C(=O)OC)cc21
 : 4	-3	102*	i	1.1	0	0.3	17	-3.2	-3
32: Cc1ccsc1/C=N/NC(=O)c1ccccn1
 : 0	1	-7	i	-1.1	-13	5.7*	-7	-0.3	1
33: O=C(N/N=C\c1cc2c(cc1Cl)OCO2)c1cccnc1
 : -1	-1	-7	i	-0.5	11	3.9	-1	-0.3	1
34: O=C(NCSC1=NCCS1)c1ccccc1
 : -2	1	-6	i	-1.0	3	-0.2	9	-0.9	-2
35: CSCCNC(=O)C1(C)CCN1C(=O)c1ccc(C(C)(C)C)cc1 (stereo not drawn)
 : -1	-3	/	i	-0.5	1	-1.7	1	-0.6	2
36: CC1CN(C(=O)CCC(=O)NCCCN2CCC(Cc3ccccc3)CC2)c2cc(Cl)ccc2O1 (stereo not drawn)
 : 0	3	6	i	0.4	-17	1.3	2	-0.2	-2
37: CCCCSC1(SCCCC)N=C(N)C2(C#N)C(c3ccccc3)NC(C)=C(C)C12C#N (stereo not drawn)
 : -12	1	-2	i	-1.0	3	-0.1	4	0.6	5
38: Cc1ccc(C(NC(=O)C2CCN(CCCOc3ccccc3)CC2)c2ccccn2)cc1 (stereo not drawn)
 : -1	1	/	i	-3.3	4	-0.8	-11	0.1	2
39: Cc1nc(-n2nnc3ccccc32)c2c3c(sc2n1)CCCC3
 : 1	2	-9	i	1.8	12	1.9	-8	-0.5	2
40: CCCCCCn1nc(C(=O)OCC(=O)c2c(N)n(C)c(=O)n(C)c2=O)c2ccccc2c1=O
 : 8	-2	-17	i	3.8	6	-0.1	-8	-0.2	-3
41: Cc1sc(NC(=O)c2ccco2)c(C(c2ccccc2)N2CCC(C)CC2)c1C (stereo not drawn)
 : 2	7	-10	i	4.8	3	3.0	11	-0.4	2
42: O=C(NCc1ccccc1CN1CCCCC1)c1ccccc1N1CCCC1=O
 : 2	-4	24	i	-0.9	3	0.7	18	0.0	-2
43: CN1CCCN(C2C3CC4CC(C3)CC2C4)CC1 (stereo not drawn)
 : 3	2	-8	i	-8.6	-1	-0.2	-6	0.8	2
44: CC1CN(S(=O)(=O)c2cc(C(=O)NCCCN3CCCC3=O)ccc2Cl)CC(C)O1 (stereo not drawn)
 : 4	0	5	i	-0.2	1	1.4	-1	-0.5	0
45: CC(C)Cc1nnc(NC(=O)CCC(=O)Nc2ccc3cn[nH]c3c2)s1
 : -3	0	-7	i	-1.2	5	-0.9	-3	0.1	1

Screens: PubChem, several laboratories
